Screening results as filed in PubChem.
ALOX12 inhib: qHTS Assay for Inhibitors of 12-hLO (12-human lipoxygenase) | purified 12-hLO, xylenol orange hydroperoxide absorbance | Potency, µM (doses to about 57.1 µM), without a hit: top-dose activity change, negative = inhibition, actives largely listed as inhibitors | actives 0.12% (n = 150,000); also: potency is read from the fitted curve at half-maximal effect; nearly all actives have a fitted effect of over 55% in size; many of its hits are not listed in these tables
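Hydroperoxide output read as Fe(III)-xylenol orange absorbance, 573-to-405 nm ratio, after 30 min reaction with 40 uM arachidonic acid. Enzyme: 150 nM purified human 12hLO, 15 min compound preincubation; 25 mM Hepes pH 7.0, room temperature.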
PNC inhibitor: High Content Assay for Compounds that inhibit the Assembly of the Perinucleolar Compartment; PC3M PTB-GFP, PNC prevalence imaging, 16 h; hits give low values; activity change (PNC), negative = inhibition, % at 10 µM; actives 3.1% (n = 140,000); AID 2417, 2010;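 active = readout at or below -70, meaning at least 70% loss of cells showing the perinucleolar compartment, a nuclear body marking cancer cells; inconclusive = readout between -30 and a set limit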;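 also: plate controls were DMSO wells for no effect and camptothecin positive control wells for full effect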
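Compounds are pinned in duplicate onto adhered PC3M cells stably expressing GFP-tagged PTB and incubated 16 h at 37 C. Cells are then fixed, nuclei stained with Hoechst, and PNC-positive cells counted.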
IMPase cell inh: qHTS Assay for Identifying the Cell-Membrane Permeable IMPase Inhibitors | CHO-M1 cells, IP1 accumulation, HTRF TR-FRET ratio | Inositol monophosphatase 1 (Rattus norvegicus), P97697 | 120,000 tested, under 10 active | inhibition (IP1 accumulation), % at 46.1 µM; active = well fitted curve in the direction sought with a large enough effect in the signal ratio, not every such curve was filed as active; inconclusive = small, poorly fitted or top-dose-only effect, or a change in a side signal; inactive = no such curve, though single readings can be large or run the other way; the % refers to the signal ratio;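 also: cells stimulated with carbachol in lithium chloride buffer; plate controls were DMSO basal wells for no effect and reference inhibitor wells for full effect; higher means more IMPase inhibition seen as more IP1 and lower FRET ratio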
Target sequence (P97697 whole entry, looked up): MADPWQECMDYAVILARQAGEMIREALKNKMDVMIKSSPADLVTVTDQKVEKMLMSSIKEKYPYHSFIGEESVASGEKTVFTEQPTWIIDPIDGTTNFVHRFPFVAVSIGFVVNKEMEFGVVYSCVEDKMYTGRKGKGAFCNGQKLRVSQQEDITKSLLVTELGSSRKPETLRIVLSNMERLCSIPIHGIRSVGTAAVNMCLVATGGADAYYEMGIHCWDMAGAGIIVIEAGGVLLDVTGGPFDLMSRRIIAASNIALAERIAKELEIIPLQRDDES
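Cellular IMPase inhibition is scored as a rise in cytosolic IP1, detected by competitive TR-FRET between d2-labelled IP1 and a europium anti-IP1 antibody. M1-expressing CHO cells were stimulated with carbachol for 30 min at 37C, with lithium (50 mM LiCl) present in the buffer.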
15-hLO-2 inh: qHTS Assay for Inhibitors of 15-hLO-2 (15-human lipoxygenase 2); actives 0.56% (n = 110,000); Polyunsaturated fatty acid lipoxygenase ALOX15B (Homo sapiens), O15296; AID 881, 2007; purified 15hLO-2, xylenol orange hydroperoxide absorbance; Potency, µM (doses to about 57.1 µM), for inactives: at the top dose activity change, negative = inhibition, actives largely listed as inhibitors; also: potency is read from the fitted curve at half-maximal effect; nearly all actives have a fitted effect of over 60% in size; many of its hits are not listed in these tables
Target sequence (O15296 whole entry, looked up): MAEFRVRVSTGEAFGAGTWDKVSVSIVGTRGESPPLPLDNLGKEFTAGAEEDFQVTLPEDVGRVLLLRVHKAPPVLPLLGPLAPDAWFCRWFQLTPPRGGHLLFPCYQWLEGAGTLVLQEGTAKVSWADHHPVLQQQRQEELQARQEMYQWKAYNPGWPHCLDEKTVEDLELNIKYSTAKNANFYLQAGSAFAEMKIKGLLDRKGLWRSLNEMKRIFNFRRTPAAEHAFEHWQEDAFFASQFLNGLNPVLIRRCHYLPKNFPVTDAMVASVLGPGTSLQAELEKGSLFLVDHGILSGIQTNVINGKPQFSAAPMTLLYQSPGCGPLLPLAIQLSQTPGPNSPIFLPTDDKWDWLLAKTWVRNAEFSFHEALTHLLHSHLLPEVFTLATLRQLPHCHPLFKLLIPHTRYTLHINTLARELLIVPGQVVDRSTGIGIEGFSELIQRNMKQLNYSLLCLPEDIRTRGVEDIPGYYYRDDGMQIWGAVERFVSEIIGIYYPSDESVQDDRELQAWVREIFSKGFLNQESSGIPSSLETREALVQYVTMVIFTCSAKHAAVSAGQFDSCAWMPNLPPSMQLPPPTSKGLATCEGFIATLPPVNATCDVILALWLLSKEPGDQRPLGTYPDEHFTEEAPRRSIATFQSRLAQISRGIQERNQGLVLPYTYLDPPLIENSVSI
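Read-out: hydroperoxide product oxidises ferrous iron, measured as xylenol orange complex via the 573-to-405 nm absorbance ratio after 30 min. Reaction: 50 nM enzyme, 15 min compound preincubation, 45 uM arachidonic acid, 90 min RT, Hepes pH 7.5 with Triton X-100.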
Starred values were filed as active, the others as inactive; ? = inconclusive; . = not tested or not shown; & = joins results of further samples; [ ] = another dose, or the depositor's remark. Unless noted, calls follow the shape of the dose curve; as a rule, active = well fitted curve in the direction sought with a large enough effect; inconclusive = small, poorly fitted or top-dose-only effect, or another doubt; inactive = no such curve, though single readings can be large; an effect the other way counts as inactive or inconclusive. Unless noted, % is scaled to controls: 0 for no effect and ±100 for the full control effect. An excerpt, so the mix of outcomes need not match the whole.

SMILES	ALOX12 inhib	PNC inhibitor	IMPase cell inh	15-hLO-2 inh
CC[N+]12CCC(CC1)C(=C(c1ccccc1)c1ccccc1)C2	15%	-8	20	.
CN(C)C(=O)Oc1ccc(OC(=O)N(C)C)cc1	-3%	22	-4	-1%
CCCC(C)n1[nH]c(=O)c2c1NC(=O)CSC2c1ccc(OC)c(OC)c1 (stereo not drawn)	1%	-22	-8	-4%
CC1=CC(=O)C2=C(C)CC(O)C3C(C)C(=O)OC3C12 (stereo not drawn)	1%	-18	-2	-9%
Cc1nn(Cc2ccccc2Cl)c(Cl)c1C(=O)OCC(=O)NC(=O)NC1CCCCC1	-4%	13	.	.
Cc1cccnc1-n1c(CN2C(=O)c3ccccc3C2=O)nc2ccccc2c1=O	-1%	15	-2	-2%
O=C(c1cc(C(=O)NCc2ccccc2)c(=O)n(Cc2ccccc2)c1)c1cc(Br)ccc1O	-2%	-22	.	.
O=C(Nc1cccnc1)c1c(O)c2c(n(Cc3ccccc3)c1=O)CCCC2	-7%	-6	6	32%[activator]
CCOc1ccc(N2C(=O)c3ccccc3C2=O)cc1	3%	8	?	-2%
O=[N+]([O-])c1cccc(CCl)c1	-3%	.	.	-8%
CC(C)[C@]1(O)[C@@H](OC(=O)c2ccc[nH]2)[C@]2(O)[C@@]3(C)C[C@@]4(O)O[C@@]5([C@H](O)[C@@H](C)CC[C@]35O)[C@]2(O)[C@]41C	2%[11.4 µM]	.	.	-11%[11.4 µM]
O=C(NCC(c1cccnc1)N1CCN(c2ccccc2F)CC1)Oc1ccccc1 (stereo not drawn)	5%	-7	3	19%
O=C1NCCN2CCCC12 (stereo not drawn)	-1%	-15	3	2%
Cc1nnc2n1-c1ccc(Cl)cc1C(c1ccccc1)=NC2	2%[0.00818 µM]	.	.	-3%[0.0915 µM]
O=C(O)C(Oc1nc(=S)[nH]c(=S)[nH]1)(c1ccc(Cl)cc1)c1ccc(Cl)cc1	4%[11.4 µM]	.	.	-3%[11.4 µM]
Cc1ccc(O)c(C(=O)c2cc(C(=O)NCc3ccccc3)c(=O)n(Cc3ccccc3)c2)c1	-5%	203	14	.
COc1cc2c(cc1OC)C(C(=O)N(C)C1CCCCC1)C1CCCCN1C2=O (stereo not drawn)	0%	50	.	.
COc1ccc2c(c1)c(C(=O)O)c(C)n2CC(C)C	-8%	28	8	-1%
COc1nc2ccccc2c(=O)n1-c1ccc(C)cc1	-1%	-11	.	.
Cc1ccc(Cn2cc(C=O)c(-c3ccc(C)cc3)n2)cc1	-2%	?	.	.
CNC(=O)Oc1cccc(-c2cn3cc(Cl)ccc3n2)c1	-3%	12	.	.
Cc1ccc(NC(=O)COc2ccc(-n3ccnc3)cc2)cc1Cl	-2%	-5	20	56%[activator]
COc1cccc(OCC(=O)N2CCN(C)CC2)c1	-3%	19	0	3%
Nc1ncc(P(=S)(N2CCOCC2)N2CCOCC2)s1	-2%	14	-8	-3%
Cc1ccc(/C=C2\C(=O)NC(=O)N(CCc3ccc(F)cc3)C2=O)o1	-20%	?	-1	.

More results:
SMILES	ALOX12 inhib	PNC inhibitor	IMPase cell inh	15-hLO-2 inh
COc1ccc(CNC(=O)/C=C\c2ccc3[nH]cc(CCN(C)C)c3c2)cc1	-6%	.	12	29%
Cc1sc2ncn(CC(=O)N3CCC4(CC3)OCCO4)c(=O)c2c1C	1%	23	0	1%
Clc1ccc2nc3c(c(-c4ccccc4)c2c1)CNCC3	0%	14	.	.
N#Cc1cc2c(nc1SCC(=O)Nc1ccc(Cl)cc1)C1CCN2CC1	2%	0	2	-4%
O=C(Oc1ccccc1)N1CCC2(CCN(Cc3ccncc3)CC2)CC1	2%	.	.	16%
O=Nc1ccc(Nc2ccccc2)cc1	-15%	.	.	?
CSc1nc(NC(C)C)nc(NC(C)C)n1	-1%	.	.	7%
Cc1ccc(Cn2c(C)c3cnn(CC(=O)N4CCC5(CC4)OCCO5)c(=O)c3c2C)cc1	5%	-100*	0	.
C[C@]1(C(=O)O)[C@@H]2CC[C@@H](O2)[C@@]1(C)C(=O)O	-5%	.	12	11%
CC(=O)Nc1ccc(OC(=O)N(C)c2ccccc2)cc1	-6%	?	-13	-3%
CCCCn1c(O)c(C(C)=NCCN2CCCCC2)c(=O)[nH]c1=O	-7%	?	14	-10%
O=c1[nH]c(=O)n(C2CCCCCC2)c(O)c1C=NCCCN1CCOCC1	0%	22	8	1%
O=C(NCNC(=O)N[C@H]1C(=O)NC(=O)N1CO)N[C@H]1C(=O)NC(=O)N1CO	2%[25.6 µM]	.	-3[20.6 µM]	13%[25.6 µM]
CC(NCc1ccc(Cl)cc1Cl)C(O)c1ccccc1 (stereo not drawn)	2%	80	4	52%[activator]
O=C1C=CC(=O)C=C1	-4%	.	-2	-5%
Cc1ccc2c(c1)C1CN(C)CCC1N2C(=O)c1ccc(Br)o1 (stereo not drawn)	-3%	-17	-1	13%
COC1C(O)C(OC2CC[C@]3(C=O)C4C(OC(C)=O)C[C@@]5(C)C(C6=CC(=O)OC6)CC[C@]5(O)C4CC[C@]3(O)C2)OC(C)C1OC(C)=O (stereo partly drawn)	0%	.	.	-3%
COc1cc2c3cc1Oc1c(OC)c(OC)cc4c1[C@@H](Cc1ccc(O)c(c1)Oc1ccc(cc1)C[C@@H]3N(C)CC2)N(C)CC4	-2%	.	7	33%[activator]
CCCCn1c(O)c(C(CC)=NCc2cc(OC)cc(OC)c2)c(=O)[nH]c1=O	-10%	-11	5	-3%
CCN(CC)C(=O)c1ccc(NC(=O)COc2ccc([N+](=O)[O-])cc2Cl)cc1	-6%	-28	.	.
O=C(c1ccccc1F)c1cn(CC(=O)N2CCCCC2)c2ccccc12	2%	-22	-2	1%
CCCC[N+]12CCC(CC1)C(=C(c1ccccc1)c1ccccc1)C2	4%	-17	19	.
C=CCSC1=N/C(=C\c2cc(OC)c3c(c2)OCO3)C(=O)S1	-17%	7	9	?
Cc1cc(OCC(=O)OC(C)C)c2c3c(c(=O)oc2c1)CCCC3	-4%	?	5	?
COc1cccc(CCNCc2ccc(SC)cc2)c1	-2%	55	.	.

Going on with the list:
SMILES	ALOX12 inhib	PNC inhibitor	IMPase cell inh	15-hLO-2 inh
CN(C)CC1CSCCC1(O)c1ccc(C(F)(F)F)cc1 (stereo not drawn)	-3%	-27	.	.
CCOC(=O)c1ncn2c1CN(C)C(=O)c1cc(N=[N+]=[N-])ccc1-2	1%	.	.	17%
C=CCOC(=O)C1=C(C)OC(N)=C(C(=O)OCC)C12C(=O)N(CC(N)=O)c1ccccc12 (stereo not drawn)	-5%	?	-2	-16%
O=[N+]([O-])c1ccc(O)c([N+](=O)[O-])c1	-2%	.	.	-8%
Cc1cccc(N2C(=O)NC(=O)/C(=C\c3ccc4c(c3)CCCN4Cc3ccccc3)C2=O)c1	-2%	-2	.	.
OCCCBr	1%	.	.	-5%
Oc1cc(Cl)c(Cl)cc1Cl	-4%	.	.	-5%
O=C(COc1ccc(Br)cc1)N1CCN(C2CCCC2)CC1	1%	5	-8	15%
CN1C[C@H](CO)C=C2c3cccc4[nH]cc(c34)C[C@@H]21	-2%[25.6 µM]	.	4[20.6 µM]	-3%[25.6 µM]
c1nc(N2CC2)c2cnn([C@@H]3CCCCO3)c2n1	-2%[11.4 µM]	.	.	-6%[11.4 µM]
c1ccc(C2CC3CC4(CCCC4)N2O3)cc1 (stereo not drawn)	1%	?	-4	-4%
NC(=O)c1ccc(OC[C@H](O)CN2CC=C(c3ccc(F)cc3)CC2)cc1	-7%	.	8	16%
O=C(CCc1nc(-c2ccccc2F)no1)N1CCC2(CC1)OCCO2	-1%	-7	-2	-2%
Cc1nn(C2CCOC(C)(C)C2)c2c1C(c1ccc3c(c1)OCO3)SCC(=O)N2 (stereo not drawn)	-7%	-1	-10	-8%
C[C@@H](N)Cc1cnc[nH]1	0%	.	-1	14%
C[N+](=O)[O-]	4%	.	.	-14%
COc1ccc(-n2c(O)c(/C=C/C=Nc3ccccc3)c(=O)[nH]c2=O)cc1	-1%	26	.	.
CCCCC1(CN2CCCC2=O)C(=O)NC(=O)NC1=O	5%	217	-1	.
CNNC	-5%	.	.	-6%
ClC1=C(Cl)C2(Cl)C3C4C=CC(C4)C3C1(Cl)C2(Cl)Cl (stereo not drawn)	7%	.	.	8%
CO[C@@H]([CH2][Hg])CN1C(=O)c2ccccc2S1(=O)=O.Cn1c(=O)c2nc[nH]c2n(C)c1=O	0%[11.4 µM]	.	.	?
Cc1ccnc(-n2c(-c3ccccc3)nc3ccccc3c2=O)c1	7%	?	4	2%
CN(C)c1ccc(CN2CC=C(c3ccc(F)cc3)CC2)cc1	-5%	?	16	38%[activator]
CCN(CC)CCCC(C)N=C(c1ccccc1)c1c(O)n(C)c(=O)n(C)c1=O (stereo not drawn)	3%	17	6	2%
Cc1ccc2c(c1)C1CN(C)CCC1N2C(=O)Cn1cnc2c1c(=O)n(C)c(=O)n2C (stereo not drawn)	-3%	20	?	6%

Among those listed so far, three contain an aryl thioether with sulfur outside any ring.
SMILES	ALOX12 inhib	PNC inhibitor	IMPase cell inh	15-hLO-2 inh
N#Cc1cc2c(nc1SCC(=O)Nc1ccc(Cl)cc1)C1CCN2CC1	2%	0	2	-4%
CSc1nc(NC(C)C)nc(NC(C)C)n1	-1%	.	.	7%
COc1cccc(CCNCc2ccc(SC)cc2)c1	-2%	55	.	.

An excerpt from above, reduced to IMPase cell inh, PNC inhibitor and ALOX12 inhib.
Compound	IMPase cell inh	PNC inhibitor	ALOX12 inhib
OCCCBr	.	.	1%
Oc1cc(Cl)c(Cl)cc1Cl	.	.	-4%
O=C(COc1ccc(Br)cc1)N1CCN(C2CCCC2)CC1	-8	5	1%
CN1C[C@H](CO)C=C2c3cccc4[nH]cc(c34)C[C@@H]21	4[20.6 µM]	.	-2%[25.6 µM]

(continued)
SMILES	ALOX12 inhib	PNC inhibitor	IMPase cell inh	15-hLO-2 inh
COc1c(O)ccc2c1-c1c3c(cc4c1C(C2)N(C)CC4)OCO3 (stereo not drawn)	1%	?	.	.
Clc1ccc(COC(Cn2ccnc2)c2ccc(Cl)cc2Cl)cc1 (stereo not drawn)	0%&-16%&-3%	?	.	47%&24%[activator]
Nc1ncn[nH]1	-11%	.	.	-17%
COC(=O)[C@@]1(Cc2ccccc2)[C@H]2c3cc(C(=O)N(C)C)[nH]c3C[C@H]2CN1C(=O)c1ccccc1	-5%	.	.	-3%
Cc1nc2ccccc2c(=O)n1-c1ccccc1C(F)(F)F	0%	-4	-4	10%
COc1ccc(-n2c(=O)[nH]c3ccccc3c2=O)cc1	-3%	9	2	-4%
Cc1ccc(-n2c(O)c(C=Nc3ccccc3N)c(=O)[nH]c2=O)cc1C	-6%	0	-5	4%
O=C(COc1ccccc1)N1CCN(C2CC3CCC2C3)CC1 (stereo not drawn)	1%	-22	17	.
CN1CCN(C(=O)O[C@@H]2c3nccnc3C(=O)N2c2ccc(Cl)cn2)CC1	-9%	.	0	14%
COc1cc2c(cc1OC)-c1c(OC)c(OC)c(CO)c3c1C(C2)N(C)CC3 (stereo not drawn)	-5%	.	2	0%
CC(C)CCNC(=O)c1c(N)n(CC2CCCO2)c2nc3ccccc3nc12 (stereo not drawn)	-16%	-1	-9	-10%
O=c1[nH]c(=O)n(Cc2ccccc2)c(O)c1C=NCCCO	-2%	?	-17	1%
O=C(c1ccco1)c1cn(Cc2ccccc2)c2ccccc12	-8%	31	6	7%
CC[C@@H]1CN2CCc3cc(OC)c(OC)cc3[C@@H]2C[C@@H]1C[C@H]1NCCc2cc(OC)c(OC)cc21	-6%	.	12	55%[activator]
Cc1cccc(CSc2nc3c(cc2C#N)CN(C)CC3)c1	2%	-22	-4[1.84 µM]	-7%[11.4 µM]
